# tim10-1 inh: growth inhibitors of tim10-1 mutant yeast; inhibition, % at 20 µM; 330,000 tested, 2.2% active; S. cerevisiae tim10-1 ts strain growth, BacTiter-Glo, 24 h; AID 463190;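 active = inhibition of at least 40%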;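 note: mutant grown at 25 °C; 0% = DMSO wells with yeast and 100% = wells holding no yeast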
# APJ antag: blocks the human apelin receptor APJ; AID 2521; P35414; 330,000 tested, 0.32% active; inhibition, % at 20 µM; CHO-K1 APJ beta-arrestin complementation, luminescence;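 active = inhibition above about 40% at 20 µM, limit read from the data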;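 note: cells challenged with 10 nM apelin-13 agonist together with compound; plate controls were apelin-13 plus DMSO wells for no effect and DMSO wells lacking apelin-13 for full effect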
# Target sequence (P35414 whole entry, looked up): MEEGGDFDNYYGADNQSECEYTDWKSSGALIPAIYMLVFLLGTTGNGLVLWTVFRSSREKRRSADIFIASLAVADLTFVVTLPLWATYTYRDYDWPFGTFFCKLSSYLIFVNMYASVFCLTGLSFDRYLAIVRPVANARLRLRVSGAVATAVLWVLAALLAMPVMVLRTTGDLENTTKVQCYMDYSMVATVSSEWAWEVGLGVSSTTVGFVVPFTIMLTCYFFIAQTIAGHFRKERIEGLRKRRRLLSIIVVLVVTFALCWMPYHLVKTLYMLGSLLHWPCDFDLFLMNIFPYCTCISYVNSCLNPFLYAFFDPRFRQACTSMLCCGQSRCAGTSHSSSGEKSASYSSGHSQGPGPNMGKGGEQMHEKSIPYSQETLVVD
# tim23-1 inh: tim23-1 yeast growth inhibition | S. cerevisiae tim23-1 growth, BacTiter-Glo luminescence, 24 h | inhibition, % at 20 µM | 330,000 tested, 1.3% active | AID 463212;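 active = growth inhibition of the mutant yeast at or above 50%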;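 note: temperature-sensitive mutant grown at 25 °C; plate controls were DMSO-treated mutant yeast for no effect and medium wells lacking yeast for full effect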
# XBP1 UPR activ: adaptive UPR (XBP1) activation | activation, % at 20 µM | 330,000 tested, 0.33% active | AID 463104 | CHO-XBP1 luciferase reporter, IRE1-XBP1 UPR activation, luminescence; percent of tunicamycin response, DMSO as zero;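 active = versus positive control, 20 µM dose yields 30% or more activation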;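 note: 100% = tunicamycin at 10 µg/mL and 0% = DMSO only wells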
#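 Assay system: CHO-XBP1 luciferase reporter cells; Schedule: 6 h treatment, 37 °C; Detection: glow luminescence from Steady-Glo reagent; Benchmarks: high control tunicamycin 10 µg/mL final, low control DMSO vehicle only.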
# CXCR6 block: CXCR6 (human) receptor inhibition; O00574; CHO-K1 PathHunter CXCR6 beta-arrestin, luminescence; inhibition, % at 20 µM; 360,000 tested, 0.36% active; AID 602244; in the data active = inhibition above about 34%, passing the limit was not always enough;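 note: antagonist mode with CXCL16 agonist at 10 nM final; 0% = 10 nM CXCL16 with DMSO and 100% = unstimulated wells without agonist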
# Target sequence (O00574 whole entry, looked up): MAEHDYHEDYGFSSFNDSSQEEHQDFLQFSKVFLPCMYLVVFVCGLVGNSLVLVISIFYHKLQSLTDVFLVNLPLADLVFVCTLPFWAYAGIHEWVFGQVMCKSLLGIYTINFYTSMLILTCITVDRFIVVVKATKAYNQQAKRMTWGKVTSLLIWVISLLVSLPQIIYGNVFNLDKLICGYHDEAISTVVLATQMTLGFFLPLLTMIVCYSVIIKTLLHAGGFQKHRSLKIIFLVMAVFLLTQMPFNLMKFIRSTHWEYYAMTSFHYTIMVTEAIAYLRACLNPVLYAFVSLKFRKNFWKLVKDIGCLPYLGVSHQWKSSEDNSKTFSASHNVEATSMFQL
# UPR CHOP act: activators of apoptotic arm of unfolded protein response (CHOP); 330,000 tested, 0.34% active; activation, % at 10 µM; CHO-CHOP luciferase reporter, UPR activation, luminescence; percent of tunicamycin response over DMSO baseline;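 active = at 10 µM dose, activation of 40% or more, normalized to positive control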;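 note: 100% = tunicamycin at 10 µg/mL and 0% = DMSO alone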
#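 Assay system: CHO-CHOP cells, stable luciferase reporter of PERK-eIF2a-CHOP signalling / Buffer or medium: F12 plus 10% serum / Compound dosing: one dose, 10 µM in 0.5% DMSO / Times: 6 h compound treatment, 37 °C / Technique: luciferase luminescence / Read-out: % reporter activation, DMSO baseline versus tunicamycin full activation / Benchmarks: tunicamycin and DMSO controls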
# Mdm2 MdmX PPI: human Mdm2/MdmX binding inhibition; inhibition, % at 8 µM; O15151+Q00987; 330,000 tested, 3% active; SaOS-2 split-luciferase Mdm2/MdmX complementation, luminescence;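 active = inhibition of at least 50% at 8 µM in the primary screen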
# APJ agonist: activates the human apelin receptor APJ | 330,000 tested, 0.11% active | AID 2520 | activation, % at 20 µM | P35414 | CHO-K1 APJ PathHunter beta-arrestin, luminescence; 0% DMSO wells, 100% apelin;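 active = activation more than six SD over the plate average, tested at 20 µM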;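 note: 0% = DMSO alone and 100% = apelin-13 at 10 nM; some results filed as inactive read as strong as hits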
#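 Material: CHO-K1 APJ beta-arrestin complementation cell line; Input: cell density 1000 per well; Incubation: compound stimulation 90 min at 25 °C, detection 60 min; Signal: luminescence from split beta-galactosidase complementation, Galacton Star/Emerald II substrate; Controls: DMSO-only wells as negative, 10 nM Apelin-13 as positive control.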
# TIM10 inh: growth inhibitors of TIM10 yeast strain; S. cerevisiae TIM10 strain growth, BacTiter-Glo luminescence, 24 h; inhibition, % at 10 µM; 330,000 tested, 1.4% active;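 active = inhibition of 40% or more at the single tested concentration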;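 note: wild-type TIM10 isogenic control strain grown at permissive 25 °C; 0% = DMSO yeast wells and 100% = minimal medium wells without yeast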
# Numbers without * were called inactive. The list is partial, so the mix of outcomes need not match the whole.
SMILES,tim10-1 inh,APJ antag,tim23-1 inh,XBP1 UPR activ,CXCR6 block,UPR CHOP act,Mdm2 MdmX PPI,APJ agonist,TIM10 inh
CC(C)c1csc(CN2CCCC(CCC(=O)NCc3ccccc3F)C2)n1 (configuration not stated),7.5,2.6,12.4,0.7,-5.0,-1.3,10.0,-0.9,-5.2
Nc1nnc(COc2ccccc2)s1,2.6,6.5,2.2,0.5,-2.4,-0.4,-12.9,-2.4,-5.4
CC(NC(=O)CSc1ncccc1C(=O)O)C1CC2CCC1C2 (configuration not stated),11.1,4.1,13.8,1.6,-3.6,0.5,-6.2,-4.8,16.3
CN1C2=CC=CC=CC2=[N+](C)C12C([N+](=O)[O-])=CC(=[N+]([O-])[O-])C=C2[N+](=O)[O-] (configuration not stated),-7.7,7.5,1.2,-0.7,11.9,0.3,30.6,7.7,-11.6
O=S(=O)(c1ccc(-c2n[nH]c(=S)o2)cc1)N1CCCCC1,4.5,-18.8,10.4,-3.9,-1.6,-1.8,11.0,-1.4,-23.3
CCCN(C(=O)c1ccco1)c1nnc(-c2ccccc2C)s1,7.1,8.1,-60.6,12.4,-0.7,3.5,-1.2,-3.5,2.2
CCN1CCN(CCCNC(=O)CCC(=O)N2CC(C)Oc3ccc(C)cc32)CC1 (configuration not stated),-3.0,1.3,-4.8,-3.1,4.2,-1.2,23.2,-0.9,-1.5
COc1ccccc1N(CC(=O)Nc1cc(C)on1)S(=O)(=O)c1ccc(Cl)cc1,35.7,14.1,27.4,-3.5,5.4,3.5,-9.5,-4.0,27.6
CCOC(=O)c1c(NC(=O)C2COc3ccccc3O2)sc2c1CC(C)(C)NC2(C)C (configuration not stated),33.8,-6.5,21.6,1.3,-9.4,3.7,83.5*,0.7,37.4
CN1CCC(NC(=O)Cc2c(F)cccc2Cl)CC1,8.4,-7.8,11.7,-0.6,-0.2,1.0,5.0,-1.8,4.5
Cc1ccc(C)c(NC(=O)CCN2CC(C)CC(C)C2)c1 (configuration not stated),-13.8,19.8,-6.7,-4.0,-8.6,-0.1,3.7,0.3,-15.8
O=C1CN(C(=O)c2c(F)cccc2F)C(c2ccc(F)cc2)c2cc(Br)ccc2N1 (configuration not stated),41.2*,-34.1,25.9,2.8,-7.9,0.2,15.6,-2.5,7.4
CCOc1ccccc1C(=O)N1CCN=C1SC,9.3,10.7,14.9,-3.6,-0.3,3.3,-21.5,2.3,6.8
O=C(CN1C(=O)NC(c2ccccc2)(c2ccccc2)C1=O)N1CCOCC1,-5.3,-11.9,-9.0,1.6,9.5,-0.9,1.9,0.8,-13.0
COc1ccc(S(=O)(=O)N(C)c2ccc(C(=O)N3CCCC3)cc2)cc1,16.6,1.1,11.5,-2.0,-15.4,-1.1,22.7,-2.4,-8.8
Cc1cc(C)n(-c2ccc(C(=O)OCC(=O)Nc3cc(Cl)ccc3[N+](=O)[O-])cc2)n1,16.1,-34.9,16.4,-1.6,-23.1,0.4,-3.9,1.8,2.7
O=C(NCc1ccco1)c1ccccc1NS(=O)(=O)c1cccs1,13.7,9.7,21.7,-2.0,6.4,0.8,4.2,4.3,23.4
CCN(CC(=O)Nc1cc(S(=O)(=O)N2CCCCC2)ccc1C)Cc1ccccc1,20.4,15.9,31.4,0.2,-0.9,0.4,25.8,1.4,11.4
CCOc1ccc(C(=O)NNC(=O)c2cc(C)oc2C)cc1,-6.1,-0.1,6.1,-1.5,4.3,1.3,10.1,4.0,17.8
CC(C)NC(=O)[C@@H]1CSC2c3ccccc3C(=O)N21 (some centres not stated),25.3,7.9,13.7,0.7,3.1,1.3,-16.5,-0.7,-6.4
CCC1Sc2ccccc2N(CC(=O)NCc2ccccc2OC)C1=O (configuration not stated),27.9,25.4,18.4,1.2,0.3,0.6,-41.3,-1.0,14.4
Cn1c(=O)oc2cc(S(=O)(=O)Nc3ccc4c(c3)OCCO4)ccc21,5.9,15.1,8.9,-2.8,-6.9,-3.1,1.8,-2.0,5.7
COc1ccc(C2c3c(ccc4ccccc34)Oc3ncn4nc(Cc5ccccc5)nc4c32)cc1OC (configuration not stated),15.8,-2.2,15.3,-0.6,-5.1,0.7,6.7,0.5,12.9
O=C(Nc1cccc(F)c1)NC1(C(=O)NCC2CCCO2)CCCCC1 (configuration not stated),-3.7,8.7,3.1,3.1,6.6,0.3,20.8,0.3,-5.9

# By substructure, the entries above containing a halogen
SMILES,tim10-1 inh,APJ antag,tim23-1 inh,XBP1 UPR activ,CXCR6 block,UPR CHOP act,Mdm2 MdmX PPI,APJ agonist,TIM10 inh
CC(C)c1csc(CN2CCCC(CCC(=O)NCc3ccccc3F)C2)n1 (configuration not stated),7.5,2.6,12.4,0.7,-5.0,-1.3,10.0,-0.9,-5.2
COc1ccccc1N(CC(=O)Nc1cc(C)on1)S(=O)(=O)c1ccc(Cl)cc1,35.7,14.1,27.4,-3.5,5.4,3.5,-9.5,-4.0,27.6
CN1CCC(NC(=O)Cc2c(F)cccc2Cl)CC1,8.4,-7.8,11.7,-0.6,-0.2,1.0,5.0,-1.8,4.5
O=C1CN(C(=O)c2c(F)cccc2F)C(c2ccc(F)cc2)c2cc(Br)ccc2N1 (configuration not stated),41.2*,-34.1,25.9,2.8,-7.9,0.2,15.6,-2.5,7.4
Cc1cc(C)n(-c2ccc(C(=O)OCC(=O)Nc3cc(Cl)ccc3[N+](=O)[O-])cc2)n1,16.1,-34.9,16.4,-1.6,-23.1,0.4,-3.9,1.8,2.7
O=C(Nc1cccc(F)c1)NC1(C(=O)NCC2CCCO2)CCCCC1 (configuration not stated),-3.7,8.7,3.1,3.1,6.6,0.3,20.8,0.3,-5.9

# The list goes on:
SMILES,tim10-1 inh,APJ antag,tim23-1 inh,XBP1 UPR activ,CXCR6 block,UPR CHOP act,Mdm2 MdmX PPI,APJ agonist,TIM10 inh
Cc1ccc(S(=O)(=O)N2CCN(CCc3ccncc3)CC2)cc1,-15.0,5.0,-0.1,-0.7,5.6,0.1,17.0,-1.8,-7.1
O=C(CSc1nnc(C2CC2)n1C1CC1)Nc1cccc(Br)c1,-0.4,-8.2,8.2,-2.9,7.3,-2.3,12.0,-3.3,3.5
Cc1ccc(N=Nc2c(C)[nH]n(-c3ccccc3)c2=O)cc1,-5.2,26.8,-4.9,-0.3,10.1,0.1,-3.4,-1.9,-1.2
CCN(CC)CCOC(=O)c1ccc(NC(=O)CNC(=O)c2ccccc2)cc1,-8.2,0.9,-9.7,-0.1,0.8,0.9,-2.7,-2.4,-14.6
COc1ccc(C)cc1S(=O)(=O)N(CC(=O)NCc1ccc(Cl)cc1)Cc1ccccc1,18.3,16.7,36.3,-1.7,15.7,-2.3,15.4,-1.7,28.3
CCOc1ccc(Cc2c(Cl)nc(SC)nc2OC)cc1,5.7,4.1,-10.2,6.8,5.7,0.3,-8.5,-4.2,-15.1
CC(C)CCC1(C)NC(=O)N(CC(=O)c2ccc[nH]2)C1=O (configuration not stated),3.4,12.5,15.2,-0.3,0.6,0.4,9.1,7.2,11.2
CC(C)(C)c1ccc(C(=O)NC(=S)NCc2ccco2)cc1,27.7,6.3,39.6,-1.5,9.9,6.9,27.0,-5.1,20.3
O=C(C=C=Nc1ccccc1)C(=O)N=C=Cc1ccccc1,16.0,-4.2,5.6,0.8,20.7,225.3*,39.8,-6.0,-7.1
CCc1ccccc1NC(=O)NCCN1CCCCC1,6.0,6.1,-14.1,-1.4,6.7,-1.2,-0.2,-0.9,0.4
Cc1ccc(C(=O)N/C(=C\c2ccc(F)cc2)C(=O)NCCN2CCOCC2)cc1,-8.5,0.2,-3.6,-3.2,-2.4,0.5,-17.7,-0.9,10.4
O=C(CN1C(=O)c2ccccc2S1(=O)=O)NC1CCCC1,-2.6,0.1,0.0,5.3,5.6,-0.2,34.4,-6.3,-0.9
Cc1nc(S/C(=C/c2ccc(-c3ccc(Cl)cc3)o2)C(=O)O)n[nH]1,-22.0,24.8,-20.1,3.0,6.6,-0.6,4.8,-3.8,-14.1
COc1ccc(-c2oc3ncn(CCN4CCOCC4)c(=N)c3c2-c2ccc(OC)cc2)cc1,36.8,-1.9,35.2,1.7,13.5,3.9,57.3*,-2.6,41.6*
c1ccc(OCC2CCNCC2)nc1,5.8,2.4,16.5,-3.9,3.6,-0.3,-1.0,-2.8,-4.9
Cc1cc(NC(=O)CSc2cn(CCNC(=O)c3ccc(F)cc3)c3ccccc23)no1,12.5,-2.1,-12.5,0.4,-7.2,-1.5,16.1,0.8,10.5
Cc1noc(C)c1COC(=O)c1csc2c1CCCC2,1.3,-31.9,12.1,-1.0,-5.7,-1.9,21.6,-6.1,-12.1
COc1ccc(NC(=O)CNC(=O)c2nn(-c3ccc(OC)c(Cl)c3)c(=O)c3ccccc23)c(OC)c1,-6.4,-6.3,-9.5,2.2,6.0,6.3,32.0,-1.4,-11.5
CC(=O)Nc1ccc(N2C(=O)CSC2c2cccc([N+](=O)[O-])c2)cc1 (configuration not stated),-1.3,-2.7,2.0,0.3,-4.0,-0.4,14.5,-3.0,-1.5
CCCCn1c(N)c(N(CCOC)C(=O)COC(=O)COc2c(C)cccc2C)c(=O)[nH]c1=O,9.3,7.7,7.6,-0.8,-5.8,1.8,-7.7,-2.6,8.7
CN(Cc1ccccc1F)C(=O)CCNC(=O)c1ccc(C(C)(C)C)cc1,23.8,9.6,35.9,-2.1,0.8,1.6,-6.1,-3.9,16.2
CSc1ccccc1NC(=O)Nc1ccccc1Cl,5.4,3.9,14.2,0.2,-5.1,1.6,5.8,-2.9,-8.3
COc1ccc2[nH]cc(CCNC(=O)Cc3ccc(F)cc3)c2c1,-10.1,-4.4,-6.4,-5.9,-4.6,1.3,11.1,-2.3,6.2
COc1ccc([N+](=O)[O-])cc1NC(=O)c1csc(C)c1,17.6,4.2,5.2,-1.2,0.8,5.1,-4.2,-8.6,11.9
Cc1[nH]c2ccccc2c1C(c1ccncc1)N1CCN(c2ccc(F)cc2)CC1 (configuration not stated),5.0,-13.3,12.1,-2.9,11.2,1.9,-0.4,-1.6,-6.6
CC1CC(C)CN(C(=O)CCCNC(=O)c2ccc(Cl)cc2)C1 (configuration not stated),0.0,16.3,8.1,-8.6,5.2,-1.1,22.0,1.4,-43.7
Nc1ccccc1Nc1cc(-c2ccccc2)nn1-c1ccccc1,17.6,-5.6,34.4,0.2,4.3,3.0,4.4,0.1,6.4
Cc1c(O)c(=O)c2ccccc2n1C,-2.0,4.5,5.0,1.1,-8.3,-0.7,-1.4,4.4,3.4
CNC(=S)SCCOc1ccccc1C,14.5,12.1,33.4,0.8,3.6,4.4,0.0,-0.5,9.5
Cc1nnc(SCC(=O)N(Cc2ccccc2)C(C)C)n1-c1ccccc1,11.2,-5.8,6.9,-2.7,-5.1,-1.1,-1.7,-4.6,21.7
